EPAC1 ag – qHTS for Agonist of cAMP-regulated guanine nucleotide exchange factor 3 (EPAC1): primary screen | EPAC1 agonist qHTS, biochemical assay; response scale: 100% = response to 6.5 mM cAMP | Potency, µM (top dose mostly 154 µM), inactives show at the highest dose activation, most hits filed as activators | 360,000 compounds, 0.073% hits | AID 720707, 2013; note: potency is the fitted concentration of half-maximal effect; nearly all actives have a fitted effect of over 60% in size
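Nucleotide exchange assay: 100 nM EPAC1 with 250 nM Rap1B loaded with BODIPY-GDP and 50 uM GDP, room temperature. Fluorescence (480/540 nm) read every 5 min for 30 min; signal change normalized to 6.5 mM cAMP as full agonist.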
PI5P4Ka inh – qHTS for Inhibitors of phosphatidylinositol 5-phosphate 4-kinase (PI5P4K); PI5P4Kalpha enzyme, ADP-Glo luminescence, 60 min; active compounds read low; Phosphatidylinositol 5-phosphate 4-kinase type-2 alpha (Homo sapiens), P48426; max response, %; 330,000 compounds, 1.2% hits; AID 652105, 2013; active = max response of -50% or lower; inconclusive = between -30% and -50%; inactive = -30% or higher; note: value at the top dose of about 77 µM; % is set by controls: 0 for no effect and ±100 for the full control effect
Target sequence (P48426 whole entry, looked up): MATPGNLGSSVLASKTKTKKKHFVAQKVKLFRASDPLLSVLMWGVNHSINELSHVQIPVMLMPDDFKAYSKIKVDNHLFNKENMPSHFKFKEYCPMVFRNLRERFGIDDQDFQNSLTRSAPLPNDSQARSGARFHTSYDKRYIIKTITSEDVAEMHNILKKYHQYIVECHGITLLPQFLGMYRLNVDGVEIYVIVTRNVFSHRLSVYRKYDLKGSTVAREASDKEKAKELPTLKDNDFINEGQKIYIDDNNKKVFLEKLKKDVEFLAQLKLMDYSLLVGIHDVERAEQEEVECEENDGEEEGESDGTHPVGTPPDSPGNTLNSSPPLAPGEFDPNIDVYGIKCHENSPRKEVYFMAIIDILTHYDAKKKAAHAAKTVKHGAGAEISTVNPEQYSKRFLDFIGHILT
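Single end-point luminescence (ADP-Glo) quantified ADP from PI5P4Kalpha turnover; ATP 5 microM final, 1 h at RT, 0.1% CHAPS and 0.28 mM EGTA in HEPES pH 7.4.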
EPAC1 antag – qHTS for Antagonist of cAMP-regulated guanine nucleotide exchange factor 3 (EPAC1): primary screen | Potency, µM (series often up to 115 µM), without a hit: top-dose activity change, negative = inhibition, most hits filed as inhibitors | Rap guanine nucleotide exchange factor 3 (Homo sapiens), O95398 | 360,000 compounds, 0.14% hits | EPAC1 GEF assay, Rap1b-BODIPY-GDP exchange fluorescence;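 note: potency is the fitted concentration of half-maximal effect; plate controls were vehicle for no effect and positive control for full effect; nearly all actives have a fitted effect of over 50% in size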
CCT modulator – High-Throughput Screening for Modulators of Cytosolic Chaperonin Activity. purified chaperonin ATPase assay, HTRF ADP detection, 30 min. activity change, % (concentration not given with the values), hits read low. 360,000 compounds, 0.3% hits. AID 651819, 2012; in the data active = activity change below about -30%; note: % is set by controls: 0 for no effect and ±100 for the full control effect
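Nucleotide hydrolysis assay: TRiC at 20–40 nM final (set by batch activity) with 10 uM ATP, 30 min at 37 °C, in presence of 76 uM compound. Detection by competitive ADP HTRF, 30 min ambient.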
EPAC2 antag – qHTS for Antagonist of cAMP-regulated guanine nucleotide exchange factor 2 (EPAC2): primary screen | 360,000 compounds, 0.18% hits | Rap guanine nucleotide exchange factor 4 (Homo sapiens), Q8WZA2 | Potency, µM (doses to about 114 µM), without a hit: at the top dose activity, negative = inhibition, usual class: inhibitors | EPAC2 GEF exchange of Rap1B-BODIPY-GDP, fluorescence; note: potency is the fitted concentration of half-maximal effect; % is set by controls: 0 for no effect and ±100 for the full control effect; nearly all actives have a fitted effect of over 45% in size; many of its hits are not listed in these tables
MmCpn inh – Inhibitors of TCP-1 ring complex (TRiC) of Methanococcus maripaludis (MmCpn): qHTS; Chaperonin Mm-Cpn (Methanococcus maripaludis); purified Mm-Cpn ATPase, ADP Transcreener TR-FRET; Potency, µM (top dose mostly 76.9 µM), without a hit: top-dose activity, negative = inhibition, usual class: inhibitors; 330,000 compounds, 0.031% hits; AID 504842, 2011; note: potency is the fitted concentration of half-maximal effect; % is set by controls: 0 for no effect and ±100 for the full control effect; nearly all actives have a fitted effect of over 80% in size
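Inhibition of chaperonin ATP hydrolysis is measured as reduced ADP production, detected by competitive TR-FRET in which signal falls with ADP. Final enzyme 25 nM and ATP 10 uM, reacted 30 min at 37°C.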
PLK1 PBD inh – qHTS for Inhibitors of PLK1-PDB (polo-like kinase 1 - polo-box domain): Primary Screen; Serine/threonine-protein kinase PLK1 (Homo sapiens), P53350; Plk1 PBD binding of FITC phosphopeptide, fluorescence polarization; Potency, µM, for inactives: max response, negative = inhibition, hits mostly inhibitors; 360,000 compounds, 2.8% hits; AID 720504, 2013; note: potency is the fitted concentration of half-maximal effect; series mostly up to about 57 µM; % is set by controls: 0 for no effect and ±100 for the full control effect; nearly all actives have a fitted effect of over 65% in size
Target sequence (P53350 whole entry, looked up, the tested form may be a part): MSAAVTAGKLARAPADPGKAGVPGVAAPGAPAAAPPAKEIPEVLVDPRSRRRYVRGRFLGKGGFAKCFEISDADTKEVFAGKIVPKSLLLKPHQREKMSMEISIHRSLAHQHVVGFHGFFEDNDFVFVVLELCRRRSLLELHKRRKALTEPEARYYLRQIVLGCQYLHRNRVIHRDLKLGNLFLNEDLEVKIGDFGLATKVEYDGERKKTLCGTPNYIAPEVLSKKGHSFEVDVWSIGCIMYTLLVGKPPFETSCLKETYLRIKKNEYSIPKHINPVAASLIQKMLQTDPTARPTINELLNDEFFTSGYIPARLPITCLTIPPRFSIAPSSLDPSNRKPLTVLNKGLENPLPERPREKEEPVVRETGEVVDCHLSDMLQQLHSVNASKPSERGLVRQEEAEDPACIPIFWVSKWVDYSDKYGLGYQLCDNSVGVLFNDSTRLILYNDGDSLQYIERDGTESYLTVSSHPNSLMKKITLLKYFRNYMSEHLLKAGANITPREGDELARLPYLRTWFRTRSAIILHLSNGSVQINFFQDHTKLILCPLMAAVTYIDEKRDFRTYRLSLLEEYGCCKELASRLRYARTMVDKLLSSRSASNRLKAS
WRN inhibitor – qHTS for Inhibitors of WRN Helicase; Potency, µM (titrated, usually from 114 µM), inactives show at the top dose activity change, negative = inhibition, most hits filed as inhibitors; WRN helicase unwinding, fluorescent forked duplex, kinetic; 360,000 compounds, 0.46% hits; note: potency is the fitted concentration of half-maximal effect; % is set by controls: 0 for no effect and ±100 for the full control effect; nearly all actives have a fitted effect of over 55% in size
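Primary qHTS, 1536-well format. 20 nM WRN + compound, 15 min RT; start with 100 nM forked fluorophore/quencher duplex, 2 mM ATP (final); kinetic read ex 525/em 598 nm.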
The depositor's hits bear a star; u = inconclusive; x = no result given; [ ] = remark or other dose. Unless noted, calls come from the whole dose curve; as a rule, active = well fitted curve in the direction sought with a large enough effect; inconclusive = small, poorly fitted or top-dose-only effect, or another doubt; inactive = no such curve, though single readings can be large; an effect the other way counts as inactive or inconclusive. The list is partial (hit frequency here may not be typical).

Molecule	EPAC1 ag	PI5P4Ka inh	EPAC1 antag	CCT modulator	EPAC2 antag	MmCpn inh	PLK1 PBD inh	WRN inhibitor
CCCC1CCc2c(sc(N)c2C(N)=O)C1 (stereo not given)	-2%	u	6%	0.1	11%	-1%	27µM*	-6%
COC(=O)c1ccc(CN2CCC(n3nccc3NC(=O)C3CC3)CC2)cc1	9%	13	-8%	-2.6	2%	1%	-5%	-32%
Cc1cccc(Oc2sc(C(=O)c3ccccc3)c(N)c2C#N)c1C	14%	-6	u	-1.3	-6%	-8%	-13%	-23%
COc1cc(Cl)c(C)cc1NC(=O)COC(=O)c1cnc(C)cn1	-15%	1	17%	-0.9	1%	0%	-8%	7%
CCOC(=O)c1ccc(NC(=O)N2CCc3ccccc32)cc1	-9%	x	-6%	-5.8	-1%	-4%	-8%	-18%
COc1cc(OC)cc(-c2c(-c3ccsc3)c3cc(Br)ccc3n2C)c1	5%	0	-4%	-1.3	u	0%	-12%	-1%[11.6 µM]
COCCN(C(=O)COC(=O)c1oc2ccc(OC)cc2c1C)c1c(N)n(Cc2ccccc2)c(=O)[nH]c1=O	-2%	u	-22%	-1.3	-5%	-1%	-5%	-19%
CC(=O)c1ccc(NC(=S)N(CCCN(C)C)Cc2ccccc2)cc1	2%	0	6%	1.8	1%	-1%	-3%	2%
COc1ccc(OC)c(-n2cnc3cc(C(=O)O)ccc32)c1	0%	-4	0%	1.8	3%	2%	-5%	-9%
COc1ccccc1C(=O)Nc1nc(-c2ccc(S(=O)(=O)N3CCOCC3)cc2)cs1	11%	-8	-6%	-1.9	-1%	u	u	-16%

Fetched one by one from above (2):
Molecule	EPAC1 ag	PI5P4Ka inh	EPAC1 antag	CCT modulator	EPAC2 antag	MmCpn inh	PLK1 PBD inh	WRN inhibitor
COc1ccc(OC)c(-n2cnc3cc(C(=O)O)ccc32)c1	0%	-4	0%	1.8	3%	2%	-5%	-9%
CCOC(=O)c1ccc(NC(=O)N2CCc3ccccc32)cc1	-9%	x	-6%	-5.8	-1%	-4%	-8%	-18%

Continued:
Molecule	EPAC1 ag	PI5P4Ka inh	EPAC1 antag	CCT modulator	EPAC2 antag	MmCpn inh	PLK1 PBD inh	WRN inhibitor
Cc1ccc(C(CCNC(C)c2cccs2)c2ccco2)cc1 (stereo not given)	-7%	-6	14%	-0.5	-23%	-2%	-7%	7%
CCCCCOC(=O)Cn1c(=O)oc2ccccc21	-7%	-5	8%	-0.5	-21%	-3%	0%	6%
CCN(CC)C(=O)c1oc2ccc(S(=O)(=O)N3CC(C)CC(C)C3)cc2c1C (stereo not given)	5%	4	-9%	-0.3	0%	2%	-2%	-5%
Nc1ccc(Br)c2cccnc12	-14%	-3	-7%	3.4	15%	1%	8.4µM*	-15%
CC1CCCC(NC(=O)COC(=O)c2ccccc2NC(=O)c2ccco2)C1C (stereo not given)	3%	1	1%	-5.3	-2%	1%	-2%	2%
CCOC(=O)N1CCc2c(sc(NC(=O)CN3CCOCC3)c2C#N)C1	7%	5	18%	-0.6	4%	-3%	0%	-5%
CCN(C(=O)CSc1n[nH]c(-c2ccc(OC)cc2)n1)c1c(N)n(Cc2ccccc2)c(=O)[nH]c1=O	-8%	4	-4%	0.7	-3%	x	-2%	3%
COC(=O)c1cc(C(C)=O)n2ccccc12	-6%	1	-1%	0.8	11%	-16%	30µM*	2%
COc1cccc(CNC(=S)Nc2ccc3c(c2)c(=O)n(C)n3Cc2ccccc2)c1	-5%	-4	-15%	-1.7	-9%	x	-16%	-6%
COc1ccc(NC(=O)N(C)C[C@H]2Oc3c(NC(=O)Cc4ccccc4)cccc3C(=O)N([C@H](C)CO)C[C@@H]2C)cc1	5%	-4	-2%	-2.2	10%	2%	-11%	-1%
Cc1ncc([N+](=O)[O-])n1CC(=O)Nc1ccc(Cl)cc1	1%	2	3%	1.5	9%	2%	-6%	16%
CCOC(=O)c1ccc(NC(=O)c2ccccc2)cc1	4%	x	-11%	-1.0	2%	-1%	-7%	-6%
COc1ccc(CCNC(=O)c2ccc(OCc3c(C)noc3C)c(OC)c2)cc1	-3%	4	-5%	3.2	14%	0%	7%	-14%
CCC(=O)Nc1ccc(C(=O)COC(=O)Cc2ccsc2)cc1	3%	-1	2%	-2.5	0%	-5%	-4%	6%
COC(=O)C(CC(C)C)N(Cc1cc(OC)cc(OC)c1)S(=O)(=O)c1ccccc1Br (stereo not given)	-7%	21	-21%	-0.5	6%	-1%	-10%	-6%
O=c1ccccn1CCOc1ccc(Cl)cc1	1%	3	-4%	-2.5	-14%	0%	4%	-2%
O=C(CC1C(=O)NCCN1Cc1cccc(F)c1)NC1CCCCC1 (stereo not given)	3%	1	-11%	-1.5	12%	-1%	-10%	-25%
CSCC[C@H](NC(=O)N1CCn2c1nc1ccccc12)C(=O)N1CCCCC1	13%	8	7%	3.0	0%	0%	-17%	-6%
N=C1C(c2nc3ccccc3s2)=C(O)CN1NC(=O)c1ccco1	-3%	-2	-7%	-0.5	-25%	-4%	-9%	-14%
Nc1nonc1-c1nc2ccccc2n1CC(=O)N1CCCCC1	1%	-4	15%	0.2	0%	1%	-11%	0%
CCN(CC)C(=S)SCC(=O)Nc1ncc2c(n1)CCCC2=O	-3%	0	3%	0.0	1%	-4%	6%	-2%
Fc1ccccc1/C=N/Nc1cc(N2CCCCC2)ncn1	2%	2	-29%	-0.8	5%	x	-15%	6%
CN(Cc1ccccc1)C(=S)Nc1ccc2nc3n(c(=O)c2c1)CCCCC3	-5%	3	16%	-0.3	7%	1%	-5%	1%
CCOc1ccc(NS(=O)(=O)c2ccc(C(=O)N(C)Cc3cccc(OC)c3OC)cc2)cc1	5%	8	-20%	2.3	0%	2%	-8%	-35%
COc1cccc(Nc2nc(=O)[nH]nc2C)c1	6%	-2	25%	-0.5	8%	-2%	-9%	0%
COc1ccc(Nc2ncnc3c2cnn3Cc2ccccc2)cc1OC	0%	x	-5%	1.0	1%	-5%	-1%	-5%
CC(C)(C)c1cc(CCC(=O)NNC(=O)c2ccco2)cc(C(C)(C)C)c1O	-3%	-7	-16%	-0.5	-4%	2%	-12%	-25%
Cc1ccc(SCc2[nH]nc3c2C2(C(=O)Nc4ccc([N+](=O)[O-])cc42)C(C#N)=C(N)O3)cc1 (stereo not given)	11%	x	4%	-0.5	0%	-1%	-8%	-9%
CC(=O)N(CC(C)C(=O)O)c1c(I)cc(I)c(N)c1I (stereo not given)	-11%	-2	-7%	-0.9	0%	-1%	1%	3%
Cc1ccccc1CN1CCC(N2CCC(C(=O)NCC3CCCO3)CC2)CC1 (stereo not given)	-3%	-2	7%	0.1	7%	0%	-10%	-11%
Cc1ccccc1OCC(=O)NNC(=O)c1ccc(-n2cncn2)c([N+](=O)[O-])c1	4%	-7	-11%	-0.1	22%	0%	2%	5%
CC(OC(=O)CN1C(=O)C2CCCCC2C1=O)C(=O)Nc1ncc(Cl)cc1Cl (stereo not given)	0%	x	7%	-1.7	2%	-1%	-8%	10%
O=C(OCc1nnc(-c2ccccc2)o1)c1ccc(Br)o1	-7%	-2	-7%	1.7	-14%	3%	-2%	-16%
CCOc1ccc(C(CC(=O)O)NS(=O)(=O)c2ccc(C)cc2)cc1OC (stereo not given)	-10%	-16	-2%	-0.4	12%	0%	21µM*	0%
COc1cccc(C(=O)Nc2cccc(C(=O)N3CCOCC3)c2)c1	7%	2	-9%	0.1	-2%	0%	-19%	1%
Cc1ccc(CNC(=S)Nc2cc(C)ccc2OC(F)F)cc1	10%	-6	-9%	-1.7	-30%	1%	-2%	-10%
N#C/C(=C(\O)c1cc(Cl)sc1Cl)c1nc2ccccc2[nH]1	-8%	-2	-29%	-0.3	-2%	-5%	-21%	17%
CCCS(=O)(=O)NC(=O)C1(C)CCCN(C(=O)c2cc(-c3cccs3)oc2C)C1 (stereo not given)	-1%	1	1%	0.5	1%	x	-5%	-1%
Cc1ccc(OCCOCCN2CCCC2)c(Br)c1	4%	-2	3%	-3.9	14%	0%	-11%	10%
O=C1NC2(CCCCCC2)N=C1c1ccc(Br)cc1	0%	0	10%	-0.2	-2%	4%	-9%	-1%
CCOc1cc(C2C(C(=O)c3ccco3)=C(O)C(=O)N2Cc2ccccc2)ccc1O (stereo not given)	-3%	-3	10%	0.5	-4%	0%	-1%	-9%
O=C(Nc1nc(-c2ccccn2)cs1)c1cccc(-n2cnnn2)c1	-1%	-8	-9%	1.2	21%	2%	-15%	-2%
CCOCCCNC(=O)C(c1ccc(C)cc1)N(Cc1ccc2c(c1)OCO2)C(=O)c1cnccn1 (stereo not given)	14%	1	-16%	-1.9	-4%	1%	-9%	-2%
Cc1cc(C)n2nc(CC(=O)NNC(=O)COc3ccccc3)nc2n1	-5%	4	-17%	-3.9	1%	-9%	-10%	-4%
C=CCOC(=O)C1=C[C@@H](c2csc3ccccc23)[C@H](CCCO)[C@@H](OCC)O1	-13%	10	-8%	-0.4	u	x	-12%	-1%
Cc1ccc(NC(=O)C(C)c2cccc(C(=O)c3ccccc3)c2)cc1O (stereo not given)	-3%	5	-11%	1.5	10%	3%	-10%	-16%
Cn1c(O)c(N=NC(=O)Cn2ccc(C(F)(F)F)n2)c2ccccc21	-10%	3	-10%	0.5	12%	0%	-5%	-30%[57.1 µM]
Cc1ccccc1S(=O)(=O)Cc1ccc(C(=O)NCCCN2CCN(C)CC2)o1	-2%	-5	6%	-3.2	15%	1%	-2%	-1%
COc1ccc(C)cc1NC(=O)CSc1nc2ccccc2nc1N1CCCCC1	-7%	-4	6%	-0.3	7%	0%	-2%	-4%

Assay outcomes (PubChem BioAssay)
